Eya2 phos inh: Eya2 (human) phosphatase inhibition; O00167; recombinant Eya2, OMFP fluorescence dephosphorylation (OMFP is methylfluorescein phosphate); Potency, µM (series often up to 76.9 µM), inactives show at the top dose activity, negative = inhibition, hits mostly inhibitors; actives 0.006% (n = 330,000); AID 488837; note: potency is the fitted concentration of half-maximal effect; % is set by controls: 0 for no effect and ±100 for the full control effect
Target sequence (O00167 whole entry, looked up): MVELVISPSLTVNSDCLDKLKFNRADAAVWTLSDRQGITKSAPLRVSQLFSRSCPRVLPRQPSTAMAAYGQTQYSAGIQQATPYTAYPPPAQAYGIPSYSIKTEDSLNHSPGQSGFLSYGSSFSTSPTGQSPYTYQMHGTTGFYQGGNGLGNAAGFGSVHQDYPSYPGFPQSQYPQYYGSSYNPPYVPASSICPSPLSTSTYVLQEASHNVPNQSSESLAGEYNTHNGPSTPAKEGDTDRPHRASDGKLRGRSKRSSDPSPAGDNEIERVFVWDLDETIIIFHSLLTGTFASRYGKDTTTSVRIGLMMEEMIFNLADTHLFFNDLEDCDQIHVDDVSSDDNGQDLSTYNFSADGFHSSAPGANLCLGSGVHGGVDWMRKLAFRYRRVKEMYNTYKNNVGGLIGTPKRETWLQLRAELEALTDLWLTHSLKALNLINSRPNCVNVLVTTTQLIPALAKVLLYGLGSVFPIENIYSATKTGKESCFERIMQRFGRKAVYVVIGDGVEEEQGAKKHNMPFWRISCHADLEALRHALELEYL
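Eya2 protein (added as 0.2 uM solution) was preincubated with compound for 10 min at ambient temperature in 50 mM HEPES pH 7.5, 50 mM NaCl, 5 uM MgCl2, 0.05% BSA, 1 mM DTT. OMFP (added at 50 uM) then reacted 10 min; fluorescence read at 485/525 nm.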
KCNH2 3.1 inh: inhibitors of human KCNH2 3.1 potassium channel isoform. U2OS KCNH2 3.1, thallium flux FluxOr; active compounds read low. activity change, % (tested at about 1.8 µM). actives 0.95% (n = 340,000);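 active = maximum activity change below -70%; inconclusive = maximum activity change from -70% to -50%; inactive = maximum activity change above -50%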;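 note: thallium influx rate constant from kinetic fluorescence after stimulation buffer; % is set by controls: 0 for no effect and ±100 for the full control effect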
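Steps: virus added to U2OS suspension (4 h, RT, dark); medium with 10% FBS added, cells plated, 37 C overnight; FluxOr/Red40 loading buffer 45 min RT; stimulation buffer, 2 min kinetic read; rate constant normalized.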
TRPV1 ag: activates the human vanilloid receptor TRPV1. Q8NER1. TRPV1-expressing cells, Fluo-8 calcium influx, agonist mode. activation, % at 8.33 µM. actives 0.19% (n = 320,000). AID 540275; in the data active = activation above about 80%; inconclusive = between about 30% and that limit; note: 0% is about no effect
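Fluo-8 calcium influx in TRPV1-expressing cells, kinetic read (ex 480/em 520 nm). Compound added and read 3 min for agonist activity, followed by capsaicin at EC20 final and 2 min further read for enhancement.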
TSHR antag: human thyrotropin receptor antagonism | AID 504810 | P16473 | TSHR-expressing cells, TSH-stimulated cAMP HTRF, 2 h; active compounds read low | activity change, negative = inhibition, % at 11.5 µM | actives 0.2% (n = 330,000);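 active = activity change below a set negative limit, meaning inhibition stronger than a set level, cut at about -70% in these data; inconclusive = activity change between two set negative limits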; note: % is set by controls: 0 for no effect and ±100 for the full control effect
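Competitive HTRF cAMP read-out (cryptate anti-cAMP antibody, cAMP-d2; 30 min, room temperature) in freshly harvested TSHR cells. Compounds added before TSH at EC80 (4nM final), followed by 2 hours' incubation at 37 deg C.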
USP2a block: USP2a (human) protease inhibition. O75604. USP2 core, Ub-CHOP2 coupled fluorogenic reporter, 485/531. Potency, µM (series often up to 38.3 µM), without a hit: top-dose activity change, negative = inhibition, usual class: inhibitors. actives 0.01% (n = 330,000). AID 463254;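 note: potency is the fitted concentration of half-maximal effect; plate controls were DMSO wells for no effect and full inhibition by NEM control for full effect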
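Cell-free coupled assay: 10nM USP2 core preincubated 30min RT with compound in Tris-HCl pH 8.0/CaCl2/CHAPS buffer, then 25nM Ub-CHOP2 and 25nM reporter substrate; fluorescence (Ex 485/Em 531) read after 60min RT, normalized to NEM inhibition, concentration-response curves fitted.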
KCNH2 WT inh: blocks the wildtype human KCNH2 potassium channel. Q12809. U2OS, BacMam KCNH2, thallium flux FluxOr; active compounds read low. activity change, % at 1.84 µM. actives 0.37% (n = 340,000). AID 720551;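 active = maximum activity change below -70%; inconclusive = maximum activity change between -70% and -50%; inactive = maximum activity change above -50%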; note: % is set by controls: 0 for no effect and ±100 for the full control effect
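U2OS cells transduced with wild-type KCNH2 virus are loaded with FluxOr dye for 45 min, and thallium flux is measured in kinetic reads before and after stimulation buffer. Rate constants are normalized to DMSO controls.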
ELG1 repair inh: ELG1-dependent DNA repair inhibition | Potency, µM (titrated, usually from 46.1 µM), inactives show top-dose activity change, negative = inhibition, usual class: inhibitors | actives 2.3% (n = 330,000) | HEK293T ELG1-luciferase reporter, luminescence, 16 h; DNA damage induced by 5-fluorouridine; note: potency is the fitted concentration of half-maximal effect; % is set by controls: 0 for no effect and ±100 for the full control effect; nearly all actives have a fitted effect of over 55% in size
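DMSO vehicle served as the neutral condition. Each well held 2,000 cells given 5-fluorouridine plus compound; after 16 hr at 37 °C/5% CO2, ONE-Glo was added and luciferase measured 30 min later.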
AT treatment: candidate therapy for ataxia-telangiectasia; […] A-T fibroblasts, KAP-1 phosphorylation AlphaLISA; neocarzinostatin DNA damage 30 min before lysis; Potency, µM (top dose mostly 57.5 µM), for inactives: top-dose activation, hits mostly activators; actives 0.19% (n = 320,000); AID 485349; note: potency is the fitted concentration of half-maximal effect; % of control where 0% means no effect; nearly all actives have a fitted effect of over 45% in size
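hTERT-immortalized A-T patient fibroblasts ([…]), 500 cells/well in OPTI-MEM, 1% FBS, got compounds for 60 min, then NCS for 30 min at 37C. Lysates were then assayed for phospho-KAP-1 by AlphaLISA (anti-pKAP1 donor, anti-KAP1 acceptor beads), 6 hr at 25C.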
Mito fusion yeast: inhibitors of mitochondrial division or activators of mitochondrial fusion; S. cerevisiae fusion-defective mutant growth rescue, CellTiterGlo 48 h; actives 0.23% (n = 320,000); Potency, µM (highest dose often 46.1 µM), for inactives: at the top dose growth rescue (activation), most hits filed as activators; AID 485298;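 note: potency is the fitted concentration of half-maximal effect; % of control where 0% means no effect; nearly all actives have a fitted effect of over 45% in size; temperature-sensitive fusion mutants such as fzo1-1 at 37 °C on non-fermentable ethanol glycerol medium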
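Luminescent cell viability in 1536-well qHTS format served as the measure of rescued growth in ts fusion-mutant S. cerevisiae cultured on non-fermentable YPEG for 48 hours at 37C.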
TCR act: activates T cell receptor signaling; Potency, µM (highest dose often 9.22 µM), for the others: at the highest dose activation of IL-2 secretion, actives largely listed as activators; primary human leukocytes, anti-CD3, IL-2 HTRF, 48 h; AID 504894; 330,000 tested, under 10 active; note: % of control where 0% means no effect
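48 hr co-incubation of compounds, a-CD3 beads and primary human leukocytes; IL-2 quantified homogeneously by HTRF with anti-IL-2 K and d2 conjugates.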
The depositor's hits bear a star; ? = inconclusive; nt = not tested or not shown; [ ] = remark or other dose. Unless noted, calls come from the whole dose curve; as a rule, active = well fitted curve in the direction sought with a large enough effect; inconclusive = small, poorly fitted or top-dose-only effect, or another doubt; inactive = no such curve, though single readings can be large; an effect the other way counts as inactive or inconclusive. The list is partial, so the mix of outcomes need not match the whole.

Order of values: Eya2 phos inh, KCNH2 3.1 inh, TRPV1 ag, TSHR antag, USP2a block, KCNH2 WT inh, ELG1 repair inh, AT treatment, Mito fusion yeast, TCR act
O=C(N/N=C/c1cccc([N+](=O)[O-])c1)c1ccc(CN2CCOCC2)cc1
 : 0%, 29, ?, 0, 2%, -4, -10%, -1%, 0%, -5%
C=C1CCN([C@@H](C)C(=O)NCc2ccc(OC)cc2)S(=O)(=O)c2ccccc21
 : -2%, -4, 3, 5, 0%, 7, -7%, -62%[inhibitor], -10%, -2%
CCN(CC)CC(=O)Nc1c(C)cc(C(C)(C)C)cc1C
 : -2%, 0, 26, 19, 0%, 6, ?, nt, -9%, -4%
Cc1cc(C(=O)OCC(=O)NCc2ccco2)c(C)n1-c1ccccc1
 : -8%, -3, ?, 1, -1%, 21, ?, 2%, 0%, -3%
CN(CC(=O)NCCc1ccc(S(N)(=O)=O)cc1)CC(=O)Nc1cccc(F)c1
 : -11%, -12, -2, 6, 1%, -6, 18%, 3%, -6%, -2%
COc1ccc(OCC(=O)NC(=O)c2ccccc2)c([N+](=O)[O-])c1
 : 11%, -3, 0, 0, 0%, 5, 28%, -1%, -4%, nt
c1csc(-c2nc(NCC3CCCO3)c3ccccc3n2)c1 (stereo not drawn)
 : -3%, -6, ?, -1, 5%, 7, -21%, 5%, 8%, -1%
O=C(COc1ccccc1)NNC(=S)NC(=O)c1ccccc1
 : 15%, -2, 1, -3, 1%, -4, ?, 1%, -19%, -70%
CC(=O)N1CCN(S(=O)(=O)c2c(C)n(C)c(=O)n(C)c2=O)CC1
 : 2%, 0, 0, 4, 0%, 7, 1%, -25%, -4%, -5%
OCCCc1nc2ccccc2n1Cc1ccccc1
 : 3%, 3, 10, -3, 5%, -15, 0%, -3%, 1%, -3%
N/C(=N\c1nc(CSc2ccc(Cl)cc2)cc(=O)[nH]1)Nc1ccccc1C(F)(F)F
 : 3%, -5, -7, 5, -5%, 5, -14%, -1%, 2%, 5%
CC(C)CNC(=O)CSc1nnc(-c2ccc(Cl)cc2)n1N
 : 0%, -17, 0, -2, 0%, 3, 7%, -4%, -14%, 1%
CCc1ccc(CNC(=O)C2CCCN(S(=O)(=O)N(CC)c3ccccc3)C2)cc1 (stereo not drawn)
 : -4%, 11, 8, -15, 3%, -11, -4%, 5%, -9%, -9%
CC(C)CCN1C(=O)c2ccccc2C1C(=O)NCc1cccnc1 (stereo not drawn)
 : 33%, -6, -3, 7, 5%, -3, 1%, -1%, -2%, 3%
Cc1ccc(/C=C2\Oc3cc(OCC(=O)NN)ccc3C2=O)o1
 : -3%, 0, 3, -12, 3%, 17, 12%, -8%, 3%, 1%

Next results
Order of values: Eya2 phos inh, KCNH2 3.1 inh, TRPV1 ag, TSHR antag, USP2a block, KCNH2 WT inh, ELG1 repair inh, AT treatment, Mito fusion yeast, TCR act
Cc1ccc(C(=O)C2CCN(CC(=O)Nc3ccc4c(c3)OCCO4)CC2)cc1
 : -1%, -7, -2, 2, 0%, 10, -1%, 0%, -2%, 0%
Cc1ccccc1C(=O)N1c2ccccc2OCC1C(C)(C)C (stereo not drawn)
 : 2%, -2, 14, -4, 2%, -17, -17%, -12%, 2%, -8%
COc1ccc(S(=O)(=O)NNC(=O)C(=O)NNc2ccccn2)cc1
 : -23%, -2, nt, -1, -1%, -2, ?, -10%, -4%, 5%
Cn1c2cc([N+](=O)[O-])sc2c2cnn(Cc3ccccc3F)c(=O)c21
 : -6%, nt, nt, -3, -2%, nt, nt, -2%, 1%, nt
Cc1nc2ccc(NC(=O)c3ccc(F)c(S(=O)(=O)N4CCOCC4)c3)cc2s1
 : 3%, -8, -3, -28, 3%, -7, ?, nt, 6%, 5%
O=C(CN1CCN(C(=O)c2cncn2-c2ccccc2)CC1)Nc1ccccc1Cl
 : 0%, -14, 2, 2, -1%, 21, 14%, 1%, 22%, -1%
O=C(Nc1cc(-c2ccccc2)nn1-c1c(Cl)cccc1Cl)c1ccc(F)cc1
 : -7%, 2, nt, 0, -2%, -8, 14%, 13%, nt, -7%
CCC(=O)Nc1cc2nn(-c3ccc(C)cc3)nc2cc1C
 : 5%, 8, -2, 0, 8%, 6, ?, -9%, 13%, -5%
CCOc1ccc(NC(=O)CC(c2ccccc2)c2ccc(F)cc2)cc1 (stereo not drawn)
 : -1%, -8, -1, -11, 1%, -1, 5%, 4%, -4%, -2%[46.1 µM]
Cc1ccc(S(=O)(=O)Nc2nc3ccccc3s2)cc1[N+](=O)[O-]
 : 12%, 19, 1, -17, -2%, -9, 0%, 1%, 1%, -1%
CCC(=O)Nc1nnc(-c2ccccn2)o1
 : -3%, 6, 0, 6, 1%, -8, ?, 1%, -3%, -6%[46.1 µM]
COc1ccc(C(=O)NC(C)CCc2ccccc2)c(OC)c1 (stereo not drawn)
 : -2%, -3, -5, 11, 7%, 1, ?, 5%, 24%, 1%
Cc1cc(=O)oc2cc(OCC(=O)NCc3ccco3)ccc12
 : -4%, -2, -3, -3, 0%, 1, 13%, -4%, 0%, ?
Cc1ccc(-c2c3c(nc4sc(C(N)=O)c(N)c24)CCC3)cc1
 : -19%, -2, 0, -14, 0%, -14, ?, -4%, 21%, 22%
C/C(=C\C(=O)C(F)(F)F)Nc1cc(C)cc(C)c1
 : 20%, -8, -6, 16, 2%, 0, -5%, 21%, 5%, 2%

Full records, quoted from the list. Values in the order: Eya2 phos inh	KCNH2 3.1 inh	TRPV1 ag	TSHR antag	USP2a block	KCNH2 WT inh	ELG1 repair inh	AT treatment	Mito fusion yeast	TCR act
COc1ccc(OCC(=O)NC(=O)c2ccccc2)c([N+](=O)[O-])c1 is listed with 11%	-3	0	0	0%	5	28%	-1%	-4%	nt
C/C(=C\C(=O)C(F)(F)F)Nc1cc(C)cc(C)c1 is listed with 20%	-8	-6	16	2%	0	-5%	21%	5%	2%

An excerpt from above in order of the Eya2 phos inh value, low to high:
SMILES,Eya2 phos inh,TRPV1 ag,TSHR antag,TCR act
CC(C)CNC(=O)CSc1nnc(-c2ccc(Cl)cc2)n1N,0%,0,-2,1%
CC(=O)N1CCN(S(=O)(=O)c2c(C)n(C)c(=O)n(C)c2=O)CC1,2%,0,4,-5%
COc1ccc(OCC(=O)NC(=O)c2ccccc2)c([N+](=O)[O-])c1,11%,0,0,nt
Cc1ccc(S(=O)(=O)Nc2nc3ccccc3s2)cc1[N+](=O)[O-],12%,1,-17,-1%

(more compounds)
| mol | Eya2 phos inh | KCNH2 3.1 inh | TRPV1 ag | TSHR antag | USP2a block | KCNH2 WT inh | ELG1 repair inh | AT treatment | Mito fusion yeast | TCR act |
| --- | --- | --- | --- | --- | --- | --- | --- | --- | --- | --- |
| CCC(CC)c1nnc(NC(=O)C2CC(=O)N(c3ccc4c(c3)OCCO4)C2)s1 (stereo not drawn) | 10% | 2 | 2 | -37 | 2% | -4 | -4% | 3% | -6% | 2%[46.1 µM] |
| COc1ccc(N=C2C(=O)Nc3c(C)cccc32)cc1 | 8% | 0 | 1 | 11 | 2% | 1 | 14% | -7% | -2% | -7% |
| CCc1ccc([C@@H]2CC=C(C(=O)O)[C@H](c3cccc(Cl)c3)N2S(=O)(=O)c2ccc(C)cc2)cc1 | 12% | 3 | -6 | 11 | -1% | 4 | ? | -3% | 23% | 8% |
| Cc1ccc(NC(=S)N(CCCN(C)C)Cc2cc3cc4c(cc3[nH]c2=O)OCO4)cc1 | 8% | 22 | 0 | -3 | 5% | 6 | 14% | -6% | -5% | 3% |
| Cc1cc(N2CCCC2)ccc1NC(=O)CN1C(=O)NC2(CCCCC2)C1=O | -36% | -4 | 1 | -3 | -1% | -6 | -3% | -10% | 1% | 6% |
| Cc1nn(-c2ccccc2)c(C)c1/C=C/C(=O)OC(C)C(=O)Nc1ncc(Cl)cc1Cl (stereo not drawn) | -7% | -6 | 27 | -6 | 2% | -8 | -27% | 9% | 15% | -7%[46.1 µM] |
| CC1=Nc2nc(N3CCCCC3)c(C#N)c3c4c(nc(c23)N1)N(c1ccc(C(C)C)cc1)C(=O)C4 | -5% | -17 | 0 | -7 | -7% | 0 | -2% | -3% | -11% | 2% |
| COc1cccc(/C=N/NC(=O)CCc2c(C)n[nH]c2C)c1 | 21% | 1 | 0 | 27 | 1% | 4 | -3% | -3% | 4% | -2% |
